NS5 inhibitors – flavivirus cap methylation enzyme inhibition – biochemical, confirmation dose response, primary screen (AID 588689); Dengue-2 NS5 methyltransferase capping enzyme assay, biochemical; higher % means a stronger effect; inhibition, % at 25 µM; hits with a dose series show IC50 in µM; 340,000 tested, 0.3% active; in the data active = a potency from the dose series
Starred values were filed as active, the others as inactive.

SMILES	NS5 inhibitors
O=C(CSc1nnc2ccccn12)Nc1ccccc1[N+](=O)[O-]	1.1%
CN(CC(=O)Nc1ccc(F)cc1)C(=O)c1ccc(-c2ccc(F)cc2)o1	3.4%
CC(C)COC(=O)N(C)C[C@@H]1OCc2cn(nn2)CCCC(=O)N([C@@H](C)CO)C[C@H]1C	-3.3%
CCn1c(SCC(=O)N2CCCC2=O)nc2ccccc21	1.1%
COc1ccccc1N1CCN(S(=O)(=O)CCNC(=O)/C=C/c2ccc3c(c2)OCO3)CC1	-1.1%
COc1cccc(C(=O)NCCCNc2nc3cc(C)cc(C)c3cc2C#N)c1	-1.6%
C[C@@H]1CCCCO[C@@H](CN(C)Cc2ccc(C(F)(F)F)cc2)[C@@H](C)CN([C@H](C)CO)C(=O)c2cc(N(C)C)ccc2O1	0.6%
CC(C)CCOc1ccc(C(=O)Nc2cc(S(=O)(=O)N3CCOCC3)ccc2N2CCOCC2)cc1	-5.0%
CCCN(C)C[C@H]1Oc2ncc(Br)cc2C(=O)N([C@@H](C)CO)C[C@@H]1C	1.1%
CNC(=O)C[C@@H]1C(=O)N(Cc2ccccc2)CC1(C)C	-2.3%
CCCCCC(=O)N1C[C@@H](O)[C@H](n2cc(C3CC3)nn2)C[C@@H]1c1ccc(OC)cc1	3.4%
C[C@H]1CN([C@@H](C)CO)S(=O)(=O)c2ccc(-c3cncnc3)cc2O[C@H]1CN(C)C(=O)NC1CCCC1	-7.0%
CCCN(CCC)CCNC(=O)Cn1cc2c(n1)-c1c(oc(C(=O)N3CCCC3)c1C)CC2	3.4%
CCOc1cc(/C=N/NC(=O)c2nnn(-c3nonc3N)c2C)ccc1OCc1ccc(C)cc1	-1.1%
COc1ccc(N=C2SCC(=O)N2C)cc1	-1.1%
COc1ccc(Br)c(C=O)c1OS(=O)(=O)c1ccc(C)cc1	6.3%
CC1(C)CC(=O)C=C(c2n[nH]nc2C2CC2)C1	-6.1%
CCCCCCn1c(=O)n2n(c1=O)[C@@H]1CN(S(=O)(=O)c3ccc(C)cc3)C[C@]1(O)[C@@H](OC(=O)Nc1cccs1)C2	-4.5%
COc1ccc([C@H]2C[C@@H](n3cc(C4CC4)nn3)[C@H](O)CN2C(=O)C2CCCCC2)cc1	3.5%
CCOc1ccccc1N(CC(=O)Nc1ccccc1Br)S(=O)(=O)c1ccccc1	0.0%

In the list so far, 2 contain a furan ring, fused or not.
SMILES	NS5 inhibitors
CN(CC(=O)Nc1ccc(F)cc1)C(=O)c1ccc(-c2ccc(F)cc2)o1	3.4%
CCCN(CCC)CCNC(=O)Cn1cc2c(n1)-c1c(oc(C(=O)N3CCCC3)c1C)CC2	3.4%

More results.
SMILES	NS5 inhibitors
CCN(CC)C(=O)C1=C(C)N(Cc2ccc(OC)cc2)C(=O)C(CC(=O)NCc2ccco2)C1 (centres undefined)	-3.3%
COc1ncnc2c1ncn2CCCNCC(C)c1ccccc1 (centres undefined)	-2.2%
CN(CC(=O)Nc1cccc(Cl)c1)S(=O)(=O)/C=C/c1ccccc1	-1.1%
COc1ccc(CNC(=O)CCCn2c(=O)c3cccn3c3cccnc32)cc1	-4.4%
Cc1ccc(CN2CCNC(=O)C2CC(=O)NCCCn2nnc3ccccc32)cc1 (centres undefined)	7.1%
COC(=O)C[C@@H]1C[C@H]2c3cc(NC(=O)C4CCC4)ccc3O[C@H]2[C@@H](CO)O1	0.6%
CCc1cc(-c2cnnn2Cc2ccc3ccccc3c2)ccc1-c1cn(CC(C)C)nn1	-1.6%
COc1ccccc1S(=O)(=O)N(C)C[C@H]1OCc2cnnn2CCCC(=O)N([C@H](C)CO)C[C@H]1C	0.0%
C[C@@H]1CN([C@@H](C)CO)C(=O)CCCn2nncc2CO[C@H]1CN(C)Cc1cccc2c1OCCCO2	-1.2%
COc1ccc(Nc2nnc(SCC(=O)N(CC(C)C)C3CCS(=O)(=O)C3)s2)cc1 (centres undefined)	-2.3%
COc1ccc(-c2noc(CCC(=O)Nc3cccc(C(=O)NC4CC4)c3)n2)cc1OC	-4.9%
O=C(CCC1CCN(C(=O)CC2=CCCCC2)CC1)NCc1ccc(F)cc1	-6.0%
O=C(CNC(=O)N1CC(=O)Nc2ccccc21)NCc1ccc(F)cc1	-2.9%
CC1(c2ccc(Cl)cc2)NC(=O)N(CC(=O)Nc2ccc3c(c2)OCO3)C1=O (centres undefined)	1.6%
CC1=C(C(=O)N(C)C)CC(CC(=O)NCCc2ccccn2)C(=O)N1CCCN1CCCC1=O (centres undefined)	-4.5%
CN[C@H](C)C(=O)NC[C@H]1O[C@@H](n2cc(C)c(=O)[nH]c2=O)C[C@@H]1O	-7.5%
COc1ncnc2c1ncn2CCCNc1ccc(C)c(C)c1	-4.6%
O=C(Nc1cc(S(=O)(=O)N2CCOCC2)ccc1N1CCOCC1)c1cccc(Cl)c1	7.7%
CCCCCCN1C[C@H](n2cc(COC(=O)c3ccccc3)nn2)[C@@H](O)C[C@@H]1c1ccc(OC)cc1	0.6%
C[C@H](CO)N1C[C@H](C)[C@@H](CN(C)Cc2cccc(C(=O)O)c2)OCc2cnnn2CCCC1=O	-7.0%
Nc1ncncc1-c1ccc(F)cc1	-5.1%
O=C(O)CC1(C(=O)O)CC2C=CC1C2 (centres undefined)	4.0%
COc1ccc(C(=O)OCC(=O)NC2CC2)cc1	5.0%
C[C@@H]1CCCCO[C@H](CN(C)S(=O)(=O)c2ccc(F)cc2)[C@@H](C)CN([C@H](C)CO)C(=O)c2cc(NC(=O)Nc3ccc(C(F)(F)F)cc3)ccc2O1	-11.4%
OCC1OC(n2cnc3c(N4CCCC4)ncnc32)C(O)C1O (centres undefined)	-5.7%
CNC(=O)C[C@H]1C(=O)N(c2ccccc2)C[C@@H]1CSC	4.5%
Cc1cccc(Nc2cc(=O)n(C)c(=O)n2C)c1	-1.6%
CC(C)NC(=O)N(C)C[C@@H]1OCc2cnnn2CCCC(=O)N([C@H](C)CO)C[C@@H]1C	-1.1%
CN(CCN1CCOCC1)C(=O)c1cc(COc2ccc(F)cc2Cl)on1	-0.6%
C[C@@H]1CN([C@@H](C)CO)C(=O)CCCn2nncc2CO[C@@H]1CN(C)C(=O)c1cc(-c2ccccc2)on1	-4.5%
COc1ccc(Cn2c(=O)oc3ccccc32)cc1	-9.8%
CCN(CC)CCNC(=O)c1ccc(NC(=O)c2ccc(-n3cncn3)c([N+](=O)[O-])c2)cc1	-13.2%
C[C@H]1CN([C@@H](C)CO)C(=O)CCCn2nncc2CO[C@@H]1CN(C)C(=O)Nc1ccc2c(c1)OCO2	5.5%
CC1=CC(=O)C(Sc2ccc(C)cc2)=CC1=O	14.4µM*
CCOc1ccc(NC(=O)c2ccc3c(c2)N(C)CCS3)cc1	3.3%
C=C1C(=O)OCC2C(C(=O)O)=CC3C(C)C(C)=CC123 (centres undefined)	2.9%
CCc1nnc(NS(=O)(=O)c2ccc(NC(=O)c3ccc([N+](=O)[O-])s3)cc2)s1	13.7%
CCn1cc(CN2CCC(C(=O)Nc3ccc(Oc4ccccc4F)cc3)CC2)cn1	2.3%
C[C@H](O)[C@@H]1C(=O)N2CCc3ccc(-c4ccccc4)cc3[C@@H]2C[C@@H]1N(C)C(=O)c1cccnc1	0.6%
Cc1ccc(S(=O)(=O)N2C[C@H]3N(C(=O)OC(C)C)N(C(=O)OC(C)C)C[C@H](OC(=O)NCc4ccccc4)[C@@]3(O)C2)cc1	-4.0%

Shown as a hit in NS5 inhibitors (from the list above):
SMILES	NS5 inhibitors
CC1=CC(=O)C(Sc2ccc(C)cc2)=CC1=O	14.4µM*

Next compounds follow:
SMILES	NS5 inhibitors
CCCCCCN1C[C@@H](n2cc(C3CC3)nn2)[C@H](O)C[C@@H]1c1ccc(Cl)cc1	0.6%
CCCCc1c(O)nc(SCC(=O)Nc2ccc(OC)cc2)n(-c2ccc(C)c(C)c2)c1=O	1.6%
COc1ccc(CN2CCC[C@]3(N[C@H](c4ccc(C)cc4)[C@@H]4C(=O)N(C)C(=O)[C@@H]43)C2=O)cc1	0.0%
Cc1ccc(C)c(NS(=O)(=O)c2ccc(-n3cccn3)cc2)c1	1.1%
COc1cc2nc3n(c(=O)c2cc1OC)-c1ncccc1C(=O)NC3Cc1ccccc1 (centres undefined)	1.1%
COc1ccc([C@H]2C[C@@H](O)[C@H](n3cc(COC(=O)c4ccccc4)nn3)CN2CC2CCCCC2)cc1	3.9%
C[C@@H]1CN([C@H](C)CO)S(=O)(=O)c2ccc(Br)cc2O[C@@H]1CN(C)Cc1ccc(C(=O)O)cc1	5.5%
COc1ccc(COC[B-](F)(F)F)cc1	-3.4%
CCCCCCN1C[C@@H](O)[C@H](n2cc(C3CC3)nn2)C[C@@H]1c1ccc(C)cc1	-3.5%
C=CCSc1nnc(NC(=O)CCNC(=O)c2ccccc2Cl)s1	-2.2%
COc1ccc2nc(N3C(=O)C(O)=C(C(=O)c4ccco4)C3c3ccc(OC)c(OC)c3)sc2c1 (centres undefined)	25.8%
C[C@@H]1CCCCO[C@H](CN(C)C(=O)Nc2ccc(F)cc2)[C@@H](C)CN([C@H](C)CO)C(=O)c2cc(NC(=O)c3ccccc3)ccc2O1	-2.9%
CCN(CC)C(=O)C1=C(C)N(CCCN2CCCC2=O)C(=O)C(CC(=O)NCCCCc2ccccc2)C1 (centres undefined)	6.8%
C[C@@H]1CN([C@H](C)CO)C(=O)CCCn2nncc2CO[C@H]1CN(C)C(=O)Nc1ccc(N2CCN(C)CC2)cc1	-2.8%
CC(C)NC(=O)N(C)C[C@@H]1Oc2ncc(-c3cccc(C#N)c3)cc2C(=O)N([C@H](C)CO)C[C@@H]1C	2.8%
C[C@@H]1CCCCO[C@H](CN(C)Cc2ccccc2)[C@@H](C)CN([C@H](C)CO)C(=O)c2cc(NS(=O)(=O)c3ccc(Cl)cc3)ccc2O1	1.1%
O=C(NC1CCS(=O)(=O)C1)c1cc2c(=O)n3ccccc3nc2n1Cc1ccccc1 (centres undefined)	-3.3%
O=[N+]([O-])c1ccc(C=NN2CCNC2=S)o1	1.1%
NC(=O)COc1ccc(S(=O)(=O)N2CCCC2)cc1	7.4%
O=c1nc(Oc2ccccc2)nc2ncccn12	-12.7%
CC1CCN(S(=O)(=O)N2CCC(C(=O)NC(C)c3ccccc3)CC2)CC1 (centres undefined)	2.2%
CC(OC(=O)C1=COCCO1)C(=O)NC1CCCC(C)C1C (centres undefined)	-4.4%
O=C(NCc1ccco1)c1cccc2c1C(=O)c1ccc(N3CCC(N4CCCCC4)CC3)cc1S2(=O)=O	18.2%
O=C(O)c1cc([N+](=O)[O-])ccc1-c1ccc([N+](=O)[O-])cc1C(=O)O	2.3%
COCCNC(=O)/C(C#N)=C1\N=C(NC(=O)c2ccco2)c2ccccc21	-4.6%
S=C1SCCCN1Cc1ccc(Cl)cc1	1.7%
C[C@H](NC(=O)c1ncn2c1C(=O)N[C@@H](C)C2)c1ccccc1	-2.2%
C[C@H]1CN([C@@H](C)CO)C(=O)CCCn2nncc2CO[C@H]1CN(C)S(=O)(=O)c1ccccc1F	0.0%
COc1ccccc1S(=O)(=O)N(C)C[C@H]1Oc2cc(C#CCC3CCCC3)ccc2S(=O)(=O)N([C@H](C)CO)C[C@H]1C	-9.1%
C[C@H](CO)N1C[C@H](C)[C@@H](CN(C)C(=O)c2ccc3c(c2)OCO3)Oc2cc(/C=C/c3ccccc3)ccc2S1(=O)=O	-6.4%
O=C(Nc1cccc(Cl)c1)ON1CCCCC1	-3.4%
CCN(CC(=O)Nc1ccc(OC)cc1)C(=O)C1CC(=O)N(Cc2ccccc2)C1 (centres undefined)	-0.6%
COc1cc(OC)cc(C(=O)NNC(=O)C2CCC2)c1	0.6%
COc1ccc([C@H]2C[C@H](O)[C@@H](n3cc(C4CC4)nn3)CN2C(=O)c2cccs2)cc1	-2.9%
Cc1ccccc1CC1(CO)CCCN(C(=O)c2ccoc2)C1 (centres undefined)	2.8%
CCN(CC1CCCN(CCc2cccc(F)c2)C1)C(=O)c1ccoc1C (centres undefined)	2.2%
O=C(NCCOc1ccccc1)C1CCN(C(=O)Nc2ccccc2)CC1	1.1%
CCOC(=O)c1cc(-c2sc(NC(=O)c3ccccc3)nc2C)n(CCO)n1	1.1%
CCCC(=O)Nc1nnc(SCC(=O)Nc2ccc(OCC)cc2)s1	-3.3%
CC(=O)Nc1cccc(OCc2ccc([N+](=O)[O-])cc2)c1	-0.6%

5 entries already listed, ordered by molar mass, falling.
SMILES	NS5 inhibitors
COc1ccc([C@H]2C[C@@H](O)[C@H](n3cc(COC(=O)c4ccccc4)nn3)CN2CC2CCCCC2)cc1	3.9%
CC1(c2ccc(Cl)cc2)NC(=O)N(CC(=O)Nc2ccc3c(c2)OCO3)C1=O (centres undefined)	1.6%
CCOC(=O)c1cc(-c2sc(NC(=O)c3ccccc3)nc2C)n(CCO)n1	1.1%
CC1CCN(S(=O)(=O)N2CCC(C(=O)NC(C)c3ccccc3)CC2)CC1 (centres undefined)	2.2%
CNC(=O)C[C@@H]1C(=O)N(Cc2ccccc2)CC1(C)C	-2.3%

An excerpt from above in order of the NS5 inhibitors value, smallest number first:
SMILES	NS5 inhibitors
CC1(C)CC(=O)C=C(c2n[nH]nc2C2CC2)C1	-6.1%
CCN(CC(=O)Nc1ccc(OC)cc1)C(=O)C1CC(=O)N(Cc2ccccc2)C1 (centres undefined)	-0.6%
C[C@H]1CN([C@@H](C)CO)C(=O)CCCn2nncc2CO[C@@H]1CN(C)C(=O)Nc1ccc2c(c1)OCO2	5.5%

Next section:
SMILES	NS5 inhibitors
Cc1cc2oc(C(=O)NCC(c3ccco3)N3CCCC3)c(C)c2cc1C (centres undefined)	3.9%
CCN(CC(=O)Nc1ccccc1C(F)(F)F)CC(=O)c1[nH]c(C)c(C(C)=O)c1C	-0.6%
Cc1cc(=O)oc2cc(OC(C)C(=O)N3CCOCC3)c(Cl)cc12 (centres undefined)	6.9%
O=[N+]([O-])c1ccc(CN2CC(N3CCN(CC4CC4)CC3)CS2(=O)=O)cc1 (centres undefined)	-2.8%
C[C@H](CO)N1C[C@H](C)[C@@H](CN(C)S(=O)(=O)c2ccccc2F)Oc2ncc(Br)cc2C1=O	-2.3%
O=C(Nc1ccccc1)Nc1ncc(C(F)(F)F)cc1Cl	2.8%
COc1ccc(C=CC(=O)c2ccc3cc(OC)c(OC)cc3c2)cc1OC	-3.4%
C[C@@H]1CN([C@H](C)CO)C(=O)CCCn2nncc2CO[C@H]1CN(C)C(=O)C1CCCCC1	0.0%
CC(C)(Cc1nc2ccccc2[nH]1)c1nc2ccccc2[nH]1	2.8%

Some of the compounds tested; the hit share may differ from the screen's.
